PhoP inhibition = inhibitors of PhoP regulon expression, primary screen, Salmonella Typhimurium, GFP reporter (AID 1863); S. Typhimurium PhoP-regulated promoter GFP reporter, 4 h; higher % means a stronger effect; one-dose inhibition, % at 50 µM; IC50 in µM for titrated hits; 0.16% of 300,000 active;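 active means inhibition over 29.93%, a cutoff 3 SD above the screen mean, later confirmed by dose response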;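 further: 0% = low Mg2+ inducing control and 100% = high Mg2+ repressing control; strong numbers were not always called active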
T cell modulator = modulators of CD8 T cell-vesicle binding, primary screen, mouse 2C CD8+ T cells, flow cytometry. 2C CD8+ T cell-vesicle binding; stronger effect = lower value. AID 2052, 2009. calls only at 7 µM. 0.068% of 330,000 active;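 active means response, share of CD8 T cells binding vesicles, and their 90th percentile fluorescence all below set limits, cut at about 80% in these data, passing the limit was not always enough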
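incubation = binding step 1.5 h, 37 °C, antibody labelling 20 min, ice | test system = 2C mouse CD8+ T cells | read-out basis = percent CD8+ FL2 mean versus row control | controls = Peptide-free naked vesicles (low) and QL9 vesicles with 0.7% DMSO vehicle (high) | detection = flow cytometry of vesicle-bound cells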
GPR55 LPI antagonism = GPR55 antagonists blocking LPI-driven arrestin recruitment, primary screen, imaging, U2OS, beta-arrestin-GFP, LPI agonist (AID 2013); G-protein coupled receptor 55 (Homo sapiens); U2OS GPR55 beta-arrestin-GFP translocation imaging, LPI antagonism; higher % means a stronger effect; inhibition, % at 10 µM; hits with a dose series show IC50 in µM; 0.13% of 290,000 active;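 active means spots per cell inhibited over 60%, with over 100 cells counted and total cytoplasm intensity under 500,000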;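 further: U2OS cells stably carrying GPR55 and arrestin-GFP stimulated by 5 µM LPI near EC80; imaged beta-arrestin-GFP aggregate spots per cell after agonist stimulation; plate controls were LPI-stimulated DMSO wells for no effect and DMSO wells without LPI for full effect; some results filed as inactive read as strong as hits; confirmed hits need IC50 under 10 µM and bright autofluorescent wells are also inconclusive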
NTR1 agonist = agonists of NTR1, primary screen, imaging, U2OS cells, beta-arrestin-GFP, high content (AID 493036); NTR1-U2OS beta-arrestin-GFP spot imaging, agonist mode; activation, % at 20 µM; Neurotensin receptor type 1 (Homo sapiens), P30989; 0.17% of 330,000 active;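 active means activation at or above 40% of the spot to cytoplasm intensity ratio, with at least 20 cells analyzed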;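 further: 0% = DMSO without peptide and 100% = 100 nM NTR1 peptide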
Target sequence (P30989 whole entry, looked up): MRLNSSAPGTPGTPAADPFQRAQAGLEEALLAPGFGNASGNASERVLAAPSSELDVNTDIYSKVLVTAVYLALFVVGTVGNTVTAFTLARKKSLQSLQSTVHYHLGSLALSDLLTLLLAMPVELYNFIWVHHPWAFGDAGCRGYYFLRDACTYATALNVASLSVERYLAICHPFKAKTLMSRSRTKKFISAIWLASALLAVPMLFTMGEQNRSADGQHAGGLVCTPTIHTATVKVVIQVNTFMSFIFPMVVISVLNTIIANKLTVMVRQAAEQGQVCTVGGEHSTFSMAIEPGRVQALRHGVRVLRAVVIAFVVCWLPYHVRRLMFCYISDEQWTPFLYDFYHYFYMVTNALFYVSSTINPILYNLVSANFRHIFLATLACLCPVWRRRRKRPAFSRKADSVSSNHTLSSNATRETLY
KOR beta-arrestin-1 = KOR antagonists, beta-arrestin recruitment, cell-based, luminescence, uHTS (AID 1778); Kappa-type opioid receptor (Homo sapiens); KOR beta-arrestin recruitment, luminescence, antagonist mode; higher % means a stronger effect; one-dose inhibition, % at 10 µM; IC50 in µM for titrated hits; 0.091% of 290,000 active; in the data active means inhibition above about 50%; further: strong numbers were not always called active
West Nile antiviral = West Nile virus antiviral activity, cell-based, CPE readout (AID 1621); West Nile virus-infected cells, CPE inhibition; higher % means a stronger effect; CPE inhibition, % at 10 µM, or IC50 in µM where a hit was titrated; 0.02% of 290,000 active; in the data active means a potency from the dose series; further: strong numbers were not always called active
KOR beta-arrestin-2 = KOR agonists, beta-arrestin recruitment, primary screen, cell-based, luminescence, uHTS (AID 1777). Kappa-type opioid receptor (Homo sapiens). KOR beta-arrestin recruitment, luminescence; higher % means a stronger effect. one-dose activation, % at 10 µM; EC50 in µM for titrated hits. 0.02% of 280,000 active; in the data active means activation above about 50%, passing the limit was not always enough; further: a part of the inactive calls stands beside numbers as strong as those of hits
GPR35 antagonists = GPR35 antagonists blocking zaprinast-driven arrestin recruitment, primary screen, imaging, U2OS, beta-arrestin-GFP, zaprinast agonist (AID 2058) | U2OS GPR35 beta-arrestin-GFP translocation imaging, zaprinast antagonism; higher % means a stronger effect | 0.052% of 290,000 active | G-protein coupled receptor 35 (Homo sapiens) | one-dose inhibition, % at 10 µM; IC50 in µM for titrated hits;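 active means inhibition of at least 50% with at least 30 cells and total cytoplasm GFP at most 10,000,000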
GPR55 beta-arrestin = GPR55 agonists via beta-arrestin recruitment, primary screen, imaging, U2OS cells, beta-arrestin-GFP redistribution (AID 1961) | U2OS GPR55 beta-arrestin-GFP redistribution imaging; higher % means a stronger effect | activation, % at 10 µM; hits with a dose series show EC50 in µM | 0.048% of 290,000 active;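 active means activation above 40% with more than 50 cells counted in the well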;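 further: U2OS osteosarcoma cells stably expressing GPR55 and beta-arrestin-GFP; plate controls were DMSO negative control for no effect and LPI positive control for full effect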
T cell modulator vesicle-bound % = second read-out of T cell modulator, no call of its own (marks repeat the call); double positive events, %; measured here: CD8+ vesicle-bound cell fraction;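 binding gate set so that unloaded-vesicle control wells show 10% double positive cells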
NTR1 agonist cell count 20 µM = second read-out of NTR1 agonist, no call of its own (marks repeat the call); cell count; measured here: cell count, cytotoxicity flag
* = called active by the depositor; i = inactive; nt = not tested or not shown; [ ] = dose if it differs, or a comment.

SMILES	PhoP inhibition	T cell modulator	T cell modulator vesicle-bound %	GPR55 LPI antagonism	NTR1 agonist	NTR1 agonist cell count 20 µM	KOR beta-arrestin-1	West Nile antiviral	KOR beta-arrestin-2	GPR35 antagonists	GPR55 beta-arrestin
C/C(=N\N=C(/N)SC1CC(=O)N(c2ccc(Cl)cc2)C1=O)c1cccs1 (stereo unspecified)	5.4%	i	41.2	13.2%	4.5	41	-12.6%	1.6%	1.8%	-1.9%	0.1%
O=Cc1ccc(O)c(O)c1	0.3%	i	57.5	-19.4%	-2.4	53	-26.2%	-0.1%	0.4%	0.4%	-0.1%
CC(=O)N1CCOc2ccc(S(=O)(=O)N3CCC(C(=O)Nc4cc(C)ccc4C)CC3)cc21	-4.2%	i	37.5	15.4%	0.3	47	6.4%	-0.3%	3.0%	-0.2%	0.2%
COc1ccc(NC(=O)CS(=O)(=O)c2ccccc2)cc1	7.6%	i	36.6	22.9%	1.0	69	-41.3%[20 µM]	-0.1%	3.8%	11.2%	-0.1%
CCCC(=O)NCCc1nc2ccccc2n1C	-2.6%	i	31.7	-0.7%	3.2	83	-6.3%	0.4%	1.8%	3.6%	-0.1%
Cc1onc(-c2ccccc2)c1C(=O)NCc1ccco1	-1.6%	i	25.4	10.4%	-1.3	35	-27.6%	-0.1%	3.1%	19.9%	-0.2%
Cc1cccc(-c2nc(CN3CCCC(C(=O)NC4CCCC4)C3)c(C)o2)c1 (stereo unspecified)	-5.7%	i	11.7	9.4%	1.3	75	24.3%	-0.8%	-5.5%	6.6%	-0.2%
CCc1nnc(NC(=O)CSc2nc(C3CCCCC3)nc3ccccc23)s1	-2.8%	i	10.6	23.5%	1.2	49	-22.9%	-0.6%	1.8%	-6.2%	-0.3%
COc1ccc2cc(C(=O)Nc3ccc(O)cc3)sc(=O)c2c1OC	-8.0%	i	21.6	10.2%	0.4	59	-44.8%	-0.5%	3.1%	3.0%	-0.2%
CCn1nnnc1SCC(=O)N(C1CCCCC1)C1CCCCC1	2.4%	i	26.4	-14.0%	2.3	57	-31.9%	-1.8%	-4.2%	10.8%	0.4%
COc1ccc(-c2cc(C(=O)O)[nH]n2)cc1OC	35.9%	i	42.5	-4.8%	-1.4	41	39.8%	-0.1%	5.7%	14.1%	-0.2%
Cc1cccc(N2CCN(Cc3ccc([N+](=O)[O-])o3)CC2)c1C	0.3%	i	57.3	-0.2%	-1.1	53	-21.0%[20 µM]	-0.7%	-6.7%	-11.1%	0.6%
C/C(=N/NS(=O)(=O)c1ccc(Cl)cc1)c1cccc(NC(=O)c2ccc(Cl)cc2Cl)c1	4.2%	i	54.7	-3.9%	0.6	78	-5.4%	nt	-2.9%	-8.3%	0.0%
COc1ccccc1/C=N/NC(=O)c1ccccc1NS(=O)(=O)c1ccc(C)cc1	6.2%	i	49.1	1.6%	-1.1	37	26.8%	-0.3%	4.8%	-5.7%	1.5%
O=C1c2ccc([N+](=O)[O-])cc2NC(c2ccco2)N1/N=C/c1ccco1 (stereo unspecified)	3.5%	i	58.7	0.2%	2.7	55	-5.8%	0.4%	-4.0%	-4.6%	0.0%
CCOC(=O)C1=C(C)NC(=O)NC1c1ccc(OC(C)C(=O)O)c(OC)c1 (stereo unspecified)	9.1%	i	46.8	8.7%	-1.1	52	3.4%	-0.1%	-0.1%	16.0%	-0.1%
COc1cccc(NC(=O)c2cccc(C(=O)Nc3cccc(OC)c3)n2)c1	-3.5%	i	65.3	5.9%	0.2	60	-132.0%	0.1%	13.7%	0.1%	0.0%
c1ccc(CNn2c(N3CCOCC3)nc3ccccc32)cc1	-4.0%	nt	nt	10.8%	nt	nt	0.8%	0.4%	0.3%	-0.6%	0.9%
CCN(CC)S(=O)(=O)N1CCC(C(=O)NC2CCCc3ccccc32)CC1 (stereo unspecified)	1.1%	i	58.7	0.2%	0.9	90	-25.3%	nt	3.3%	1.2%	-0.5%
COc1ccc(CCn2ccc(O)c(Cc3ccc(Cl)cc3Cl)c2=O)cc1OC	3.7%	i	57.3	6.3%	2.1	40	25.5%[20 µM]	-0.6%	-0.4%	3.8%	-0.1%
COc1cc(N)c(Cl)cc1C(=O)OCC(=O)c1cccs1	-3.2%	i	16.7	-0.3%	-1.0	56	-9.3%	0.1%	1.0%	5.3%	0.2%
Nc1cc2sc(-c3ccc(C(=O)O)cc3)nc2cc1Cl	2.2%	i	30.6	16.8%	2.8	62	8.0%	-0.1%	-6.9%	-14.8%	0.3%
COc1ccccc1-c1noc(-c2cccs2)n1	12.2%	i	4.3	12.6%	1.8	81	1.9%	1.8%	-2.9%	-7.2%	-0.2%
CCOC(=O)c1ccc(NC(=O)CSC(=S)N2CCOCC2)cc1	1.4%	i	40.8	-3.5%	1.5	82	-25.0%	0.3%	4.1%	-10.4%	0.9%
CCn1cc(CCC(=O)NCc2ccc(F)cc2)c2ccccc21	7.1%	i	58.5	-3.9%	-0.8	102	13.7%	-0.2%	-5.1%	7.0%	-0.1%
CCC(C)N(C(=O)COC(=O)c1cc([N+](=O)[O-])ccc1N)C1CCS(=O)(=O)C1 (stereo unspecified)	-0.2%	i	55.5	-3.1%	2.2	57	-6.5%	-0.2%	9.8%	1.1%	-0.1%
O=C(NCc1n[nH]c(=S)n1-c1cccc(Cl)c1)c1ccc(S(=O)(=O)N2CCCCC2)cc1	7.7%	i	27.3	0.1%	-2.1	55	-4.9%	0.4%	-3.4%	21.7%	0.1%
COc1cc(-c2c(C#N)c(N)nc(SCc3ccncc3)c2C#N)cc(OC)c1OC	4.7%	i	12.6	-3.4%	0.5	65	14.6%	1.1%	8.1%	15.3%	35.2%
COc1ccc(Cc2noc(CN(C)Cc3ccc(-n4cccn4)cc3)n2)cc1OC	-7.5%	i	41.7	-3.4%	1.8	59	-35.9%	-0.8%	1.5%	3.9%	-0.1%
Cc1cccc(C(=O)N[C@H](C(=O)Nc2nnc(C3CC3)s2)C(C)C)c1	10.3%	i	29.6	-2.4%	-0.9	67	5.0%	-0.3%	8.4%	5.1%	-0.3%
Cc1ccc(NC(=O)N2CCC(C(=O)NCCC3=CCCCC3)CC2)cc1	-18.6%	i	23.2	-3.3%	-0.6	77	20.5%	0.1%	12.1%	6.2%	0.1%
CCOc1ccccc1NC(=O)c1cc(S(=O)(=O)N2CCN(CC)CC2)ccc1Cl	-1.8%	i	62.4	9.2%	-0.9	76	12.3%	-0.6%	6.0%	1.9%	0.0%
Nc1c(Cl)ncnc1NCc1ccccc1	6.4%	i	65.0	-22.6%	1.2	51	-19.6%[20 µM]	-0.9%	nt	-11.1%	0.6%
CSCCC(NC(=O)C1CCC(C)CC1)C(=O)NCCN1CCOCC1 (stereo unspecified)	-12.0%	i	41.8	20.0%	2.1	82	-14.6%	-0.7%	0.9%	3.9%	-0.2%
CCCCC(=O)Nc1ccccc1C(=O)N1CCOCC1	1.4%	i	34.4	-1.4%	0.3	80	-4.6%	0.1%	-5.4%	-7.6%	-0.5%
CC(=O)N(CN1C(=O)c2ccc([N+](=O)[O-])cc2C1=O)c1cccc(C(=O)O)c1	3.9%	i	55.4	5.0%	1.2	79	1.5%	0.0%	-5.6%	-22.2%	0.5%
C=CCn1c(=O)c2ccccc2n2c(SCC(=O)/C(C#N)=C(\C)N)nnc12	9.1%	i	8.7	-13.5%	0.6	82	-37.1%	0.4%	-3.5%	-7.0%	0.7%
CCn1cc(S(=O)(=O)Nc2ncccn2)cn1	-3.4%	i	58.6	4.8%	-0.2	54	2.6%	-0.1%	-1.9%	3.8%	0.0%
CCOc1ccc(N(CC(=O)NC2CCCC2)C(=O)CCC(=O)Nc2nc(C)cs2)cc1	-4.3%	i	14.4	4.9%	0.9	52	-23.7%	-0.9%	-1.8%	9.0%	0.2%
COc1ccc2c(c1)c(=O)oc1c(C)c(OC(C)C(=O)N[C@@H](Cc3c[nH]c4ccc(O)cc34)C(=O)O)ccc12 (stereo partly specified)	-0.5%	i	42.9	10.5%	3.2	68	-40.1%[20 µM]	-0.8%	4.9%	-15.5%	0.3%

Three compounds from above, ordered by the value under GPR35 antagonists, highest first.
Compound,GPR35 antagonists
Cc1onc(-c2ccccc2)c1C(=O)NCc1ccco1,19.9%
CCn1cc(S(=O)(=O)Nc2ncccn2)cn1,3.8%
O=C1c2ccc([N+](=O)[O-])cc2NC(c2ccco2)N1/N=C/c1ccco1 (stereo unspecified),-4.6%

Carrying on.
SMILES	PhoP inhibition	T cell modulator	T cell modulator vesicle-bound %	GPR55 LPI antagonism	NTR1 agonist	NTR1 agonist cell count 20 µM	KOR beta-arrestin-1	West Nile antiviral	KOR beta-arrestin-2	GPR35 antagonists	GPR55 beta-arrestin
Nc1nc(NCCO)nc(N2CCCCCC2)c1[N+](=O)[O-]	4.6%	i	51.8	0.1%	-0.2	83	-8.0%	-0.4%	-3.6%	-3.6%	0.0%
N#Cc1ccc(NC(=O)Cn2cnc([N+](=O)[O-])c2)cc1	-5.3%	i	62.1	-14.9%	0.7	54	5.8%	-0.4%	-0.7%	-3.0%	-0.2%
CN(C)C(CNC(=O)CCC(=O)c1ccc(Br)cc1)c1ccccc1 (stereo unspecified)	-1.6%	i	60.7	1.2%	0.5	51	19.6%	-0.6%	-1.3%	6.8%	0.0%
Cc1sc(NC(=O)c2ccco2)c(CN2CCN(Cc3ccccc3)CC2)c1C	-5.3%	i	41.7	18.9%	12.8	47	-73.5%	-1.6%	3.6%	11.6%	-0.3%
COc1ccc(N2CCN(C(c3cccs3)C(C)NS(C)(=O)=O)CC2)cc1 (stereo unspecified)	3.4%	i	14.5	-7.2%	1.6	81	6.9%	-0.7%	-2.5%	12.1%	-0.4%
COc1ccc(C(=O)N2CCCC(C(=O)N3CCCCCC3)C2)cc1 (stereo unspecified)	21.3%	i	23.4	-8.5%	0.5	81	16.7%	-0.3%	-4.9%	-1.9%	0.3%
CC(=O)N1c2ccccc2C2(O)N=C(C)SC12 (stereo unspecified)	2.1%	i	48.8	3.3%	-0.9	79	4.6%	0.5%	0.9%	8.0%	-0.3%

Compound activity as filed in PubChem.
